High-throughput results: PubChem, several laboratories
PDI inh – inhibitors of human PDI, primary screen, biochemical, turbidity, single point, plate reader. inhibition, % at 10 µM. AID 588391, 2011. PDI insulin aggregation turbidity, A650, 90 min. hit rate 0.052% among 350,000;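 active = mean inhibition across replicates of 30% or more, whatever share of single replicates reach that level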;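 note: absorbance from insulin aggregation driven by PDI reduction with DTT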
Target sequence (P07237 whole entry, looked up): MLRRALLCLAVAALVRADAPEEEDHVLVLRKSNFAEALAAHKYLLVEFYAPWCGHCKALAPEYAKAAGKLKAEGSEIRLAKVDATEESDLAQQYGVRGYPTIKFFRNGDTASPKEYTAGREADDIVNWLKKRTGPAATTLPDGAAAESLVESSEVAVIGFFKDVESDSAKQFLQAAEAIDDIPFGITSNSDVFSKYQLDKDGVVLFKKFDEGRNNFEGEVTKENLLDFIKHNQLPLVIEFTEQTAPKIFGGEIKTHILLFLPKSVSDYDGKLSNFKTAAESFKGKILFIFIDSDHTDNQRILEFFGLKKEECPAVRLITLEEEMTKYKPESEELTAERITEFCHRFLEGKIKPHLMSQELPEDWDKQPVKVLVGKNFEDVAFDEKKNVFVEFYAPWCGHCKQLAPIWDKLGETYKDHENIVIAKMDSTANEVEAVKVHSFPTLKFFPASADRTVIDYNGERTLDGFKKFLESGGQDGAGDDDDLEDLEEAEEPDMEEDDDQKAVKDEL
Vif imaging – HIV Vif self-association inhibitors, primary screen, imaging, HEK293T, single point. HEK293T cells, Vif self-association by quenched fluorescence, 24 h. inhibition, % at 7.49 µM. hit rate 0.35% among 340,000; in the data active = inhibition above about 50%, passing the limit was not always enough; note: some results filed as inactive read as strong as hits
hiPSC survival – enhancers of single-cell hiPSC survival, primary screen, ATPlite luminescence | 100% = ROCK inhibitor wells, 0% = DMSO | AID 602274, 2012 | survival enhancement, % at 20 µM | hit rate 0.044% among 360,000; in the data active = survival enhancement above about 18%;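 note: cells exposed to compounds for 16 hours before the ATP read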
CaV13 FRET inh – Disruptors of the CACNA1D IQ motif to Ca2+-dependent inactivation inhibitor domain association, primary screening, Förster resonance energy transfer in intact living …; HEK cells, CFP/YFP FRET ICDI-IQ, plate reader, 10 min; percent FRET-ratio fall versus neutral wells; inhibition, % at 12.3 µM; AID 743397; hit rate 0.098% among 340,000;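 active = mean replicate inhibition of at least 30% and at least 1% of replicates passing that level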;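 note: 0% = median of the neutral control wells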
aDG glyco up – activators of alpha-DG glycosylation, primary screen, uHTS, Pro5-aDG cells, AlphaScreen; alpha-DG glycosylation AlphaScreen (IIH6); 0% Pro5, 100% B10-LARGE cell signal; activation, % at 10 µM; hit rate 0.22% among 360,000; AID 624168, 2012;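 active = activation of at least 8% versus controls, or a plate z-score of at least 8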;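 note: Pro5 are CHO cells carrying HIG-tagged alpha-DG that lacks glycosylation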
Cardio protect – cardioprotection against H2O2-induced cell death, primary screen, uHTS, H9c2 cells, ATPLite luminescence; H9c2 cardiomyocytes, H2O2 injury protection, 2 h; protection from H2O2 cell death, % at 20 µM; hit rate 0.63% among 360,000; AID 588492, 2011;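 active = compounds giving at least 50% protection of heart cells from peroxide-induced death in the single-dose screen, raw or plate-pattern-corrected value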;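 note: 0% = DMSO wells with peroxide and 100% = DMSO wells without peroxide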
m5-HT2A agonist – mouse Htr2a agonists via beta-arrestin recruitment, primary screen, cell-based, luminescence; 5-hydroxytryptamine receptor 2A (Mus musculus), P35363; CHO-K1 mHTR2A beta-arrestin complementation; percent of 30 µM serotonin response; activation, % at 7.6 µM; hit rate 0.66% among 360,000; AID 624169, 2012;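 active = activation above a run cutoff, the mean activation of all tested compounds plus 3 SD, cut at about 14% in these data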;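 note: 0% = plate median of compound wells and 100% = 30 µM serotonin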
Target sequence (P35363 whole entry, looked up): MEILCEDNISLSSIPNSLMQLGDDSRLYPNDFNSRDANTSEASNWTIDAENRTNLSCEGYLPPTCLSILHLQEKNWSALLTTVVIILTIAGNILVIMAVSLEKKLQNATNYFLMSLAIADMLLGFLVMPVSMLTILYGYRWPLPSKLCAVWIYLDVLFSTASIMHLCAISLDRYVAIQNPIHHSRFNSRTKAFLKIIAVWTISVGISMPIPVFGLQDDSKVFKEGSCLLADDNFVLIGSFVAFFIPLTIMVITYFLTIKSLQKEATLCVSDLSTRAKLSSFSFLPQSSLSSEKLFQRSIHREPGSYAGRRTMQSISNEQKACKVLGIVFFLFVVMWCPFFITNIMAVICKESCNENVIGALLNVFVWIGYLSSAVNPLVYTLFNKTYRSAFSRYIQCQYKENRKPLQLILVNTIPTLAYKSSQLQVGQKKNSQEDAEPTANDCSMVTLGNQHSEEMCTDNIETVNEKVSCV
Exocytosis inh – LAMP-1 surface exposure blockers, TALL-104 cells – cell-based, flow cytometry, MLPCN library, primary screen; inhibition, % at 10 µM; TALL-104 LAMP-1 surface exposure; cells stimulated with thapsigargin and PMA; hit rate 0.66% among 360,000;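 active = inhibition above about 55%, limit read from the data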
N-glyco inh – increase of ERlucT glycosylation luciferase signal, primary screen, N-linked glycosylation inhibitor project, D54 ERlucT cells, luminescence, set 2; D54 ERlucT glycosylation luciferase reporter, 24 h; percent of 100 nM tunicamycin response; reporter increase, % at 12.5 µM; hit rate 0.23% among 360,000;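 active = mean luciferase reporter signal, scaled so untreated is 0 and the glycosylation-blocking control 100, at or above a set limit in every replicate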;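 note: luciferase carries N-glycosylation sites so blocking glycosylation raises the light; 0% = median of neutral control wells and 100% = median of 100 nM tunicamycin wells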
ABCB6 inh MLPCN – ABCB6 transporter inhibitors, primary screen, K562-ABCB6 cells, flow cytometry, MLPCN library; fluorescence ratio to DMSO, % at 10 µM; K562-ABCB6 porphyrin accumulation, 1 h; active compounds read low; ATP-binding cassette sub-family B member 6 (Homo sapiens), Q9NP58; hit rate 0.19% among 360,000;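 active = fluorescence ratio to DMSO below 75%, the collection mean minus 3 SD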;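 note: signal is porphyrin accumulated inside mitochondria; 100% equals median channel fluorescence of DMSO control wells; lower ratio means ABCB6 inhibition with less porphyrin fluorescence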
* = called active by the depositor; · = no result given.

SMILES	PDI inh	Vif imaging	hiPSC survival	CaV13 FRET inh	aDG glyco up	Cardio protect	m5-HT2A agonist	Exocytosis inh	N-glyco inh	ABCB6 inh MLPCN
CCc1ccccc1NC(=O)c1cc(=O)c2ccccc2o1	-25.4	-8.9	-1.0	-4.9	0.5	15.8	1.7	2.1	-1.6	67.0*
Cc1cccn2cc(-c3ccc(Cl)cc3)nc12	-2.9	-8.5	-1.9	-7.3	0.3	-17.1	-1.9	-4.6	-15.3	94.0
Nc1c(C(=O)NCc2ccccc2)c2nc3ccccc3nc2n1CCCN1CCOCC1	-1.6	-1.6	3.7	76.2*	1.2	37.5	3.9	41.7	0.2	102.0
CCCc1cc(C(=O)Nc2ccn(Cc3ccc(C)cc3)n2)no1	-4.9	-2.0	-0.6	3.3	-0.1	-6.0	2.6	0.8	19.7	101.0
Cc1cc(/C=N/n2cnnc2)c(C)n1-c1ccc(Cl)cc1	-1.1	7.4	1.5	-3.7	0.0	7.5	0.6	0.6	-2.2	95.0
COc1ccc(C2=NOC(C(=O)Nc3cc(Br)ccc3O)C2)cc1OC (centres undefined)	-0.5	1.5	-0.5	-6.8	0.1	-0.5	-5.7	-6.1	3.6	94.0
CCC(C)NC(=O)c1cc2c(=O)[nH]c3ccc(C)cc3c2s1 (centres undefined)	-4.3	-8.2	-0.3	-12.9	0.1	0.9	6.0	-12.3	9.8	95.0
COc1cccc(C(=O)O[C@@H]2[C@H](Cc3ccccc3)NS(=O)(=O)[C@H]3C[C@@H]4C=C[C@]23O4)c1	11.0	-3.1	2.9	4.2	-0.1	-1.6	0.0	-7.2	-2.4	97.0
Cc1cc(C)nc(SCc2ccc(C(=O)N/N=C/c3ccco3)cc2)n1	3.1	5.2	5.2	-4.2	0.2	6.5	-4.6	11.2	3.3	96.0
COc1ccc(OC)c(/C=N/NC(=O)c2ccc[n+](CC(=O)c3ccccc3)c2)c1	1.9	-1.2	-0.5	·	-0.4	-6.4	0.5	4.3	0.8	95.0
CN1CCN(C(=O)c2ccc(-c3cc4nc(NCc5cccnc5)n(C)c(=O)c4s3)cc2)CC1	16.2	-3.8	-0.7	-5.0	-0.2	-3.0	7.3	-3.1	1.7	93.0
COc1ccc(CN2CCNC(=O)C2CC(=O)O)c(OC)c1 (centres undefined)	-3.5	-1.2	0.1	-5.6	0.0	8.4	11.7	-2.0	-0.9	101.0
COc1ccc(CNC(=O)C/C(C)=N/NC(=O)c2ccc([N+](=O)[O-])cc2Cl)cc1	1.3	-8.0	-2.7	-11.2	0.3	-4.9	3.0	0.8	1.5	91.0
O=C1C2C(c3ccccc3)CC=CC2[C@H](c2ccc3ccccc3c2)N1Cc1ccccc1 (some centres undefined)	-8.7	-2.8	-1.1	-7.3	0.4	-11.9	0.7	1.6	12.6	96.0
CCn1c(=O)c([N+](=O)[O-])c(NCC(O)c2ccccc2)c2ccccc21 (centres undefined)	-12.5	-0.1	5.4	-4.1	0.1	3.7	-2.1	4.4	-2.0	91.0
O=C(c1sc2ccccc2c1Cl)N1CCN(c2ccccn2)CC1	7.0	3.4	0.3	·	-0.1	-4.0	1.8	1.2	0.1	94.0
CCN(CC)c1nc(C(F)(F)F)nc2c1nnn2Cc1ccccc1	-1.8	-2.3	0.8	21.4	0.0	1.3	-0.4	0.0	-5.5	97.0
CCOc1ccc(NC(=O)CN(C)C(=O)c2c(C)nn(Cc3ccccc3Cl)c2C)cc1OCC	13.1	1.2	-2.7	-13.9	0.0	-4.0	1.2	5.9	2.7	100.0
CN(C)CCNC(=O)NC1CCCCC1	-7.5	9.2	4.8	-0.2	-0.3	7.1	2.3	0.0	0.5	104.0
CCOC(=O)N1CCN(c2c(NCc3cccs3)c(=O)c2=O)CC1	2.1	10.5	-0.6	-5.9	-0.2	12.4	13.9	-1.3	10.0	99.0
CCO/C(C)=C1/SC(=S)NC1=O	-12.0	-6.5	-0.4	-4.1	-0.1	2.8	-6.5	2.8	2.2	97.0
COc1ccc(CCNC(=O)CSC2=NS(=O)(=O)c3cc(Cl)ccc3N2)cc1OC	4.1	3.7	-0.5	-2.0	0.0	2.0	9.7	4.7	2.1	94.0
O=C(Nc1ccc(S(=O)(=O)Nc2nccs2)cc1)c1cnc(Cl)c(Cl)c1	5.0	2.2	2.3	-4.5	0.0	4.8	-1.6	0.4	2.7	102.0
COc1ccc(/C=C2/C(=O)ON=C2C)cc1Cl	3.6	3.0	0.9	-9.3	-0.1	-1.1	-0.4	-6.4	3.4	98.0
O=C(Nc1ccc(Br)c2cccnc12)c1ccc(Cn2cc([N+](=O)[O-])cn2)o1	-3.2	·	-0.8	-7.1	0.0	-5.4	9.0	16.8	3.3	101.0
Cc1ccc(/C=N\NC(=O)c2csnn2)cc1	-1.9	20.5	2.6	·	-0.1	-18.5	-6.0	-0.8	0.4	88.0
CC1SC(c2cccc(Cl)c2)NC1=O (centres undefined)	6.2	0.3	1.0	-4.2	-0.3	2.6	0.7	0.1	0.5	98.0
Cc1cccc(C)c1NC(=O)C(C)N1CCCCC1 (centres undefined)	-1.5	-4.4	-0.8	1.2	0.1	-0.4	-1.3	3.8	2.4	93.0
N=C1S/C(=C\c2ccccc2F)C(=O)N1c1ccc(F)cc1	-9.0	-5.0	-1.2	-1.9	0.0	-6.8	-1.2	0.4	4.1	100.0
COc1ccccc1/C=C/c1nc2ccc(OC(C)=O)cc2c(=O)o1	-1.5	0.6	0.2	-4.5	0.0	-2.8	-1.2	-8.6	2.4	100.0
COc1ccc(Nc2nc(-c3ccc(OC)cc3)c(CCC(=O)O)s2)cc1	6.0	-11.7	-0.7	-5.6	-0.1	-2.2	0.6	-4.2	1.0	105.0
O=C(c1ccc(N2CCN(S(=O)(=O)c3ccccc3)CC2)c([N+](=O)[O-])c1)N1CCOCC1	0.0	1.0	11.0	-3.9	0.1	-4.8	-0.9	-1.5	-2.7	95.0
Cc1csc(C(C#N)C(=O)c2ccncc2)n1 (centres undefined)	16.4	-1.3	7.2	·	-0.2	8.6	-1.4	-0.6	0.3	93.0
Cc1ccc([N+](=O)[O-])cc1N1C(=O)CS/C1=N\NC(=O)c1cccnc1	-4.4	-3.1	-0.2	-4.9	-0.1	2.8	6.5	-1.6	1.5	102.0
COC(=O)c1ccccc1NC(=O)c1cc2sccc2n1C	0.6	7.1	4.8	-7.5	0.1	-1.9	2.1	1.8	1.5	96.0
CCN(CC)C(=O)c1sc2c(c1C)c(=O)n(-c1ccc(OC)cc1OC)c(=O)n2CC(=O)c1ccccc1	0.4	9.9	-0.1	-5.1	0.3	0.7	2.5	-5.2	-0.2	108.0
COc1ccc(C(=O)N/C(=C\c2cccc3ccccc23)C(=O)N2CCN(C)CC2)cc1OC	4.5	-3.4	0.2	0.8	-0.2	-0.8	-6.9	-2.1	-0.4	98.0
Cc1ccc(OCC(=O)Nc2ccc3c(c2)nc(CCN2CCC(C)CC2)n3C)cc1	5.3	-1.3	-0.5	-3.8	0.0	4.1	-7.2	4.6	-8.4	98.0
COc1ccc(CCC(=O)Nc2ccc(N3CCOCC3)c(S(=O)(=O)Nc3ccc(OC)cc3)c2)cc1	-0.7	-23.5	-0.6	-2.4	-0.3	-9.9	-6.0	10.5	-7.1	91.0
Cc1ccc(C)c(NCCC#N)c1	0.5	-6.8	0.0	-7.4	-0.1	1.5	-2.3	7.4	1.8	94.0
COCC1CCN(C(=O)c2cc(COc3cncc(Cl)c3)on2)C1 (centres undefined)	3.1	0.2	0.4	-2.3	-0.1	0.4	-0.9	0.1	0.1	99.0
O=C(CSc1nnc(-c2ccco2)o1)c1ccccc1	-2.7	1.5	-1.2	-4.8	-0.3	0.4	2.3	7.9	0.9	101.0
O/N=C/c1ccccc1Oc1ccc(Cl)cc1	-5.8	-1.2	-1.5	-7.2	0.7	-11.7	-4.6	6.6	-1.0	99.0
Cc1ccc(C)c(NC(=O)CSc2ccc(-c3ccco3)nn2)c1	-8.5	3.8	0.2	-3.2	0.1	3.8	2.9	-3.9	3.2	100.0
COc1ccc(S(=O)(=O)NNC(=O)C2Cc3c(ccc4ccccc34)O2)cc1 (centres undefined)	0.6	-19.3	3.8	-6.8	1.0	-14.6	4.1	-2.6	-0.3	89.0
COc1cc2ncnc(NCc3ccc4c(c3)OCO4)c2cc1OC	-5.9	1.0	1.0	-6.4	0.1	2.8	-2.1	2.4	1.4	99.0
O=C(Nc1ccccn1)c1ccc(Br)c(S(=O)(=O)N2CCCCC2)c1	-1.6	3.6	4.4	-4.5	0.0	1.4	0.3	1.5	2.9	95.0
Cc1ccc(S(=O)(=O)NCCCN2CCOCC2)c(C)c1	4.8	3.4	8.6	-4.9	-0.5	7.0	0.9	3.8	-0.3	206.0
COc1ccc(NC(=O)C2=CC(c3ccco3)=NS(=O)(=O)N2C)cc1	·	14.7	-2.4	-4.9	0.0	-5.5	-3.2	-1.4	-5.8	95.0
CCC(=O)N1CCN(c2ccc(Cl)cc2NC(=O)Cc2ccccc2)CC1	-6.4	-3.7	0.5	-5.2	0.2	4.4	-1.3	1.1	-2.7	98.0
CC1=CC2=NC(=O)C(c3ccccc3)C(=O)N2C=C1 (centres undefined)	0.4	-2.3	1.2	-9.9	0.2	6.3	-2.8	-2.5	2.8	100.0
N/C(=N\OC(=O)c1ccccc1Cl)c1ccncc1	-1.9	-4.3	-0.6	-6.2	-0.2	-11.4	6.5	-1.8	-3.0	101.0
O=C(COC(=O)/C=C/c1ccc(S(=O)(=O)N2CCOCC2)cc1)NC1CCCCCCC1	-7.5	4.5	0.4	3.5	-0.3	-1.5	6.7	0.2	1.2	95.0
O=C(Nc1ccc(Nc2ccccc2)cc1)c1ccc(Cl)cc1Cl	-7.2	-6.0	-0.6	-1.6	0.0	-5.6	-7.6	5.6	-2.3	100.0
CCOC(=O)CSCc1csc(CC(=O)Nc2ccccc2C)n1	-4.9	0.5	0.4	·	0.0	6.4	0.3	-1.2	-0.2	94.0
